Screens deposited in PubChem BioAssay by several laboratories.
S1P4 antag = human S1P4 receptor antagonism. S1P4-expressing cells, antagonist mode, reporter read-out. inhibition, % at 4.98 µM. actives 0.26% (n = 220,000). AID 1510; in the data active = inhibition above about 29%;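 note: 0% = wells stimulated with agonist and 100% = vehicle wells without agonist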
Target sequence (O95977 whole entry, looked up): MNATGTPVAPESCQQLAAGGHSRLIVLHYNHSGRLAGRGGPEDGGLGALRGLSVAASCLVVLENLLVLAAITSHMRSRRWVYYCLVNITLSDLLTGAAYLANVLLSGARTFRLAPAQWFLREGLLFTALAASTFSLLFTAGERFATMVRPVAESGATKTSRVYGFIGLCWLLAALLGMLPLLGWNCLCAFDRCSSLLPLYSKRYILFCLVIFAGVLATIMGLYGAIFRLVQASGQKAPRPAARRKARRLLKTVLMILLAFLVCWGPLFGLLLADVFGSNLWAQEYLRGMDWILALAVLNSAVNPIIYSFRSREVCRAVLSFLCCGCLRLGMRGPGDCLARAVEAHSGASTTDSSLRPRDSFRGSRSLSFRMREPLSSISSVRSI
S1P4 ag = agonists of human S1P4 receptor; O95977; S1P4-expressing cell line, agonist reporter assay; activation, % at 4.98 µM; actives 0.35% (n = 220,000); in the data active = activation above about 11%;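 note: 0% = DMSO vehicle and 100% = reference agonist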
Ba/F3 V617F tox = loss of viability in JAK2V617F-driven Ba/F3 cells; Ba/F3 EpoR-JAK2V617F viability, ATP luminescence; inhibition, % at 5.6 µM; actives 1.1% (n = 220,000);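 active = inhibition above the campaign mean plus 3 SD over all tested compounds, cut at about 24% in these data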;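 note: cytokine-independent growth of Ba/F3 cells driven by EpoR plus mutant JAK2; 0% = DMSO-treated cells and 100% = JAK inhibitor I control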
NPY Y1 blocker = antagonists of human neuropeptide Y receptor Y1; P25929; HEK293-CNG Y1 cells, membrane potential fluorescence; NPY at EC95, then isoproterenol; inhibition, % at 3.6 µM; actives 1% (n = 200,000);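 active = inhibition above the campaign mean inhibition of all tested compounds plus 3 SD, cut at about 20% in these data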;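 note: 0% = DMSO wells given NPY plus isoproterenol and 100% = isoproterenol alone without NPY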
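Material: HEK293 Y1/CNG channel cell line | Also added: NPY (25 nM), isoproterenol (1 µM), Ro 20-1724 (25 µM) | Compound: One concentration, 3.6 µM, in 0.4% DMSO | Schedule: 3 h dye uptake, 1 h room-temperature compound, 45 min post-isoproterenol | Signal: Membrane-potential fluorescent dye readout | Read-out: % inhibition of NPY effect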
NPY-Y1 PAM-ag = potentiators or agonists of human neuropeptide Y receptor Y1 | NPY-Y1 expressing cells, potentiator/agonist activation | activation, % at 3.6 µM | actives 0.37% (n = 220,000) | AID 1304; in the data active = activation above about 33%, passing the limit was not always enough;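 note: cells stimulated with NPY at EC10 then isoproterenol at EC100; 0% = low agonist plus stimulus and 100% = saturating agonist plus stimulus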
NPY-Y2 PAM-ag = potentiators or agonists of human neuropeptide Y receptor Y2; activation, % at 3.6 µM; cells expressing NPY-Y2, potentiator/agonist read-out; P49146; actives 0.45% (n = 220,000); in the data active = activation above about 27%;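 note: cells stimulated with NPY near EC25 plus isoproterenol at EC100; 0% = vehicle plus submaximal agonist and 100% = vehicle plus saturating agonist; some results beyond the cut were filed as inactive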
Target sequence (P49146 whole entry, looked up): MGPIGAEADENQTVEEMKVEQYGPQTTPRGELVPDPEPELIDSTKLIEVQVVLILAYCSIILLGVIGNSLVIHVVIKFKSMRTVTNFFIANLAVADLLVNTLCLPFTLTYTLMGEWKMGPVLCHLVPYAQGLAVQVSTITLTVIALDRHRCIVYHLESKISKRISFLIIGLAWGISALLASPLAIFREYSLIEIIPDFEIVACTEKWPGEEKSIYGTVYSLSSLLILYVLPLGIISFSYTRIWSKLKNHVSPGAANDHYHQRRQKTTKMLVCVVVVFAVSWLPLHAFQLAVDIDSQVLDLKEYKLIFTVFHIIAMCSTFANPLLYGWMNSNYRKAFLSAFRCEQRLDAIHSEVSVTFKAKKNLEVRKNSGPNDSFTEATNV
BaF3 tox = counter-screen for JAK2V617F inhibitors: parental Ba/F3 viability inhibitors. actives 1.1% (n = 220,000). inhibition, % at 5.6 µM. CellTiter-Glo ATP luminescence. AID 1486;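 active = inhibition above a per-campaign cutoff, the mean inhibition of all tested compounds plus 3 SD, cut at about 27% in these data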;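 note: 0% = DMSO wells and 100% = JAK Inhibitor I control wells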
NCF1 inh = blocks human p47phox regulatory protein of NADPH oxidases; actives 0.53% (n = 220,000); inhibition, % at 24.7 µM; AID 1274; p47phox/p22phox peptide binding, fluorescence polarization, 2 h; P14598;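 active = inhibition above about 30%, limit read from the data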;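 note: 0% = p47phox with labelled peptide and 100% = labelled peptide alone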
CHOP inh = CHOP inhibition in unfolded protein response; CHO-K1 CHOP-promoter luciferase, tunicamycin-induced, 15-18 h; AID 2732; inhibition, % at 10 µM; actives 3.8% (n = 220,000);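 active = compounds that reduced the stress-induced luciferase reporter signal by more than about 70% of percent inhibition, limit read from the data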;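 note: 0% = tunicamycin plus vehicle and 100% = wells without tunicamycin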
The depositor's hits bear a star.

Results for CN(CC1CCOCC1)C(=O)CC1C(=O)NCCN1C/C=C/c1ccccc1 (stereo not given) ?
S1P4 antag: -6; S1P4 ag: -0.9; Ba/F3 V617F tox: 4; NPY Y1 blocker: 1; NPY-Y1 PAM-ag: -2; NPY-Y2 PAM-ag: -17; BaF3 tox: 11; NCF1 inh: 0; CHOP inh: -6

How did Cc1cnc(-c2nnc(N(C)C(=O)C3CCCO3)s2)cn1 (stereo not given) do in these assays?
S1P4 antag: 3; S1P4 ag: 0.5; Ba/F3 V617F tox: -1; NPY Y1 blocker: 4; NPY-Y1 PAM-ag: 2; NPY-Y2 PAM-ag: -2; BaF3 tox: 7; NCF1 inh: -5; CHOP inh: 9

What do the screens show for `Cn1c(NNC(=O)CCC2CCCCC2)cc(=O)n(C)c1=O`?
S1P4 antag: 0; S1P4 ag: -1.7; Ba/F3 V617F tox: -7; NPY Y1 blocker: -1; NPY-Y1 PAM-ag: 9; NPY-Y2 PAM-ag: 0; BaF3 tox: -1; NCF1 inh: -1; CHOP inh: -19

How did CC1CCN(Cc2cc(=O)oc3ccc4ccccc4c23)CC1 do in these assays?
S1P4 antag: 18; S1P4 ag: 0.3; Ba/F3 V617F tox: -3; NPY-Y1 PAM-ag: -82; NPY-Y2 PAM-ag: -54; BaF3 tox: 1; NCF1 inh: -6; CHOP inh: -2

What do the screens show for `CCOc1ccc2nc3sc(C(=O)N4CCOCC4)c(N)c3cc2c1`?
S1P4 antag: -16; S1P4 ag: 1.6; Ba/F3 V617F tox: 0; NPY Y1 blocker: 2; NPY-Y1 PAM-ag: -1; NPY-Y2 PAM-ag: 1; BaF3 tox: 2; NCF1 inh: -22; CHOP inh: -3

How did Cc1ccc(NC(=O)c2ccc(OC(=O)COc3ccc(Cl)cc3C)cc2)cc1 do in these assays?
S1P4 antag: -20; S1P4 ag: 1.1; Ba/F3 V617F tox: -2; NPY Y1 blocker: 1; NPY-Y1 PAM-ag: -1; NPY-Y2 PAM-ag: -20; BaF3 tox: 0; NCF1 inh: -13; CHOP inh: 12

What do the screens show for `Nc1ccccc1Nc1cc(-c2ccccc2)nn1-c1ccccc1`?
S1P4 antag: -7; S1P4 ag: 3.1; Ba/F3 V617F tox: 3; NPY Y1 blocker: -4; NPY-Y1 PAM-ag: -6; NPY-Y2 PAM-ag: 8; BaF3 tox: 9; NCF1 inh: -17; CHOP inh: 35

How did N#CC(C#N)=Cc1ccc(OCC(=O)N2CCOCC2)cc1 do in these assays?
S1P4 antag: -24; S1P4 ag: 2.4; Ba/F3 V617F tox: 1; NPY Y1 blocker: 4; NPY-Y1 PAM-ag: -3; NPY-Y2 PAM-ag: 11; BaF3 tox: 3; NCF1 inh: -2; CHOP inh: 29

Results for CCc1sc(NC(=O)C(C)C)nc1-c1ccccc1 ?
S1P4 antag: 6; S1P4 ag: -0.1; Ba/F3 V617F tox: 2; NPY Y1 blocker: -1; NPY-Y1 PAM-ag: -18; NPY-Y2 PAM-ag: -6; BaF3 tox: 8; NCF1 inh: 1; CHOP inh: 12

What do the screens show for `O=C(CSc1nn(-c2ccccc2)c(=S)s1)Nn1cnnc1`?
S1P4 antag: -6; S1P4 ag: 1.9; Ba/F3 V617F tox: -1; NPY Y1 blocker: -2; NPY-Y1 PAM-ag: -11; NPY-Y2 PAM-ag: -2; BaF3 tox: -2; NCF1 inh: -17; CHOP inh: 2

How did CC(C)CCNC(=O)c1ccc2c(SCC(=O)O)c3c(nc2c1)CCCC3 do in these assays?
S1P4 antag: -2; S1P4 ag: 2.5; Ba/F3 V617F tox: 1; NPY Y1 blocker: -2; NPY-Y1 PAM-ag: -39; NPY-Y2 PAM-ag: 7; BaF3 tox: 3; NCF1 inh: -2; CHOP inh: -22

What do the screens show for `CCN1CCN(CCNC(=O)C2CCN(Cc3nc(-c4ccc(Cl)cc4)oc3C)CC2)CC1`?
S1P4 antag: 13; S1P4 ag: 0.7; Ba/F3 V617F tox: -2; NPY Y1 blocker: -1; NPY-Y1 PAM-ag: -2; NPY-Y2 PAM-ag: 0; BaF3 tox: 8; NCF1 inh: -8; CHOP inh: 19

What do the screens show for `COc1ccc(NC(=O)CSc2nnc3ccc(-c4ccncc4)nn23)cc1OC`?
S1P4 antag: 4; S1P4 ag: -0.1; Ba/F3 V617F tox: 4; NPY Y1 blocker: 4; NPY-Y1 PAM-ag: 3; NPY-Y2 PAM-ag: 5; BaF3 tox: 6; NCF1 inh: -2; CHOP inh: 20

How did S=C(Nc1ccccc1Cl)N1CCCC(c2ccccc2)=N1 do in these assays?
S1P4 antag: 13; S1P4 ag: -0.8; Ba/F3 V617F tox: -2; NPY-Y1 PAM-ag: -14; NPY-Y2 PAM-ag: -5; BaF3 tox: 3; NCF1 inh: -22; CHOP inh: 24

How did O=C(Nc1nccs1)C12CC3CC(C1)CC(C(=O)Nc1nccs1)(C3)C2 do in these assays?
S1P4 antag: -5; S1P4 ag: 0.6; Ba/F3 V617F tox: 50*; NPY Y1 blocker: -6; NPY-Y1 PAM-ag: 19; NPY-Y2 PAM-ag: 16; BaF3 tox: 24; NCF1 inh: -13; CHOP inh: 4

Results for O=C(O)c1ccc2nc(CO)[nH]c2c1 ?
S1P4 antag: -6; S1P4 ag: -0.8; Ba/F3 V617F tox: 5; NPY Y1 blocker: 6; NPY-Y1 PAM-ag: -14; NPY-Y2 PAM-ag: -1; BaF3 tox: 6; NCF1 inh: -6; CHOP inh: 53

What do the screens show for `COc1ccc2c(c1OC)C(=O)OC2Nc1nc(-c2cc3cc([N+](=O)[O-])ccc3oc2=O)cs1` (stereo not given)?
S1P4 antag: -13; S1P4 ag: 0.5; Ba/F3 V617F tox: 0; NPY Y1 blocker: 2; NPY-Y1 PAM-ag: -5; NPY-Y2 PAM-ag: 7; BaF3 tox: 3; NCF1 inh: -1; CHOP inh: 1

What do the screens show for `CC(C)Cn1c(O)c(N=NC(=O)c2cccc(S(=O)(=O)N3CCCCC3)c2)c2ccccc21`?
S1P4 antag: -4; S1P4 ag: -0.9; Ba/F3 V617F tox: 4; NPY Y1 blocker: 2; NPY-Y1 PAM-ag: -6; NPY-Y2 PAM-ag: -1; BaF3 tox: 9; NCF1 inh: 2; CHOP inh: -7

What do the screens show for `COc1cc(/C=N\NC(=O)c2ccc(Cn3cc(Br)c([N+](=O)[O-])n3)o2)cc(OC)c1O`?
S1P4 antag: -10; S1P4 ag: -1.3; Ba/F3 V617F tox: -1; NPY Y1 blocker: 0; NPY-Y1 PAM-ag: -42; NPY-Y2 PAM-ag: -4; BaF3 tox: 7; NCF1 inh: -4; CHOP inh: 1

How did COc1ccc(S(=O)(=O)Nc2cccc(C)n2)c2ccccc12 do in these assays?
S1P4 antag: -1; S1P4 ag: 2.7; Ba/F3 V617F tox: -2; NPY Y1 blocker: 0; NPY-Y1 PAM-ag: 12; NPY-Y2 PAM-ag: 6; BaF3 tox: 2; NCF1 inh: -2; CHOP inh: 14

What do the screens show for `Cc1nc2sc3c(O)cc(=O)[nH]c3c2c(C)c1C`?
S1P4 antag: -8; S1P4 ag: 0.8; Ba/F3 V617F tox: -2; NPY Y1 blocker: 1; NPY-Y1 PAM-ag: -2; NPY-Y2 PAM-ag: -3; BaF3 tox: 4; NCF1 inh: -6; CHOP inh: 19

What do the screens show for `Cc1nn2cc(-c3ccc(N)cc3)nc2s1`?
S1P4 antag: -16; S1P4 ag: 0.7; Ba/F3 V617F tox: -1; NPY Y1 blocker: 6; NPY-Y1 PAM-ag: 5; NPY-Y2 PAM-ag: 2; BaF3 tox: 3; NCF1 inh: -17; CHOP inh: -5

What do the screens show for `O=c1oc2ccccc2c(O)c1/C=C1\C=Nc2ccccc21`?
S1P4 antag: 11; S1P4 ag: 0.3; Ba/F3 V617F tox: -4; NPY Y1 blocker: 1; NPY-Y1 PAM-ag: 21; NPY-Y2 PAM-ag: 6; BaF3 tox: 2; NCF1 inh: 46*; CHOP inh: -2

How did COC(=O)c1sccc1NN1C(=O)c2ccccc2C1=O do in these assays?
S1P4 antag: 4; S1P4 ag: 0.3; Ba/F3 V617F tox: 0; NPY-Y1 PAM-ag: 11; NPY-Y2 PAM-ag: 24; BaF3 tox: -3; NCF1 inh: 3; CHOP inh: -4

What do the screens show for `COc1cc(C2CC(C(F)(F)F)n3ncc(C(=O)O)c3N2)cc(OC)c1OC` (stereo not given)?
S1P4 antag: -1; S1P4 ag: 2.2; Ba/F3 V617F tox: -1; NPY Y1 blocker: 5; NPY-Y1 PAM-ag: -9; NPY-Y2 PAM-ag: 7; BaF3 tox: 4; NCF1 inh: -12; CHOP inh: 24

How did COc1cc(S(=O)(=O)NCC2OCCc3ccccc32)ccc1-n1cnnn1 (stereo not given) do in these assays?
S1P4 antag: -5; S1P4 ag: 0.9; Ba/F3 V617F tox: -4; NPY Y1 blocker: -3; NPY-Y1 PAM-ag: -4; NPY-Y2 PAM-ag: 4; BaF3 tox: 2; NCF1 inh: 1; CHOP inh: 12

Results for O=C(CCCCn1c(=O)c2ccccc2n(Cc2ccccc2)c1=O)NC1CCN(Cc2ccccc2)CC1 ?
S1P4 antag: -1; S1P4 ag: -0.1; Ba/F3 V617F tox: -1; NPY Y1 blocker: 16; NPY-Y1 PAM-ag: -51; NPY-Y2 PAM-ag: -27; BaF3 tox: 5; NCF1 inh: -7; CHOP inh: 42

Results for CN(C)CCn1c(=O)n(Cc2ccco2)c(=O)c2c3c(sc21)CCCCC3 ?
S1P4 antag: 3; S1P4 ag: 0.5; Ba/F3 V617F tox: -2; NPY Y1 blocker: 8; NPY-Y1 PAM-ag: -16; NPY-Y2 PAM-ag: -14; BaF3 tox: 2; NCF1 inh: -9; CHOP inh: 31

What do the screens show for `CCCCc1n(CC(=O)c2ccc(Cl)cc2)c2ccccc2[n+]1C`?
S1P4 antag: 10; S1P4 ag: 0.7; Ba/F3 V617F tox: 15; NPY Y1 blocker: 12; NPY-Y1 PAM-ag: -11; NPY-Y2 PAM-ag: -10; BaF3 tox: 20; NCF1 inh: -3; CHOP inh: 3

What do the screens show for `O=C(NCc1ccc2c(c1)OCO2)c1ccc(Cl)nc1`?
S1P4 antag: -6; S1P4 ag: 0.0; Ba/F3 V617F tox: 3; NPY Y1 blocker: -6; NPY-Y1 PAM-ag: -12; NPY-Y2 PAM-ag: 4; BaF3 tox: 12; NCF1 inh: 0; CHOP inh: -9

What do the screens show for `COc1cc(C)c(Cl)c(C)c1S(=O)(=O)NCc1cccnc1`?
S1P4 antag: -3; S1P4 ag: 0.4; Ba/F3 V617F tox: -1; NPY Y1 blocker: 6; NPY-Y1 PAM-ag: 4; NPY-Y2 PAM-ag: -5; BaF3 tox: 4; NCF1 inh: -5; CHOP inh: -14

What do the screens show for `C=CCNC(=S)NNC(=O)COc1c(Cl)cc(Cl)cc1Cl`?
S1P4 antag: -15; S1P4 ag: 4.1; Ba/F3 V617F tox: -2; NPY Y1 blocker: -3; NPY-Y1 PAM-ag: -13; NPY-Y2 PAM-ag: -1; BaF3 tox: 7; NCF1 inh: -7; CHOP inh: 5

2 entries picked at random from those above:
What do the screens show for `O=c1oc2ccccc2c(O)c1/C=C1\C=Nc2ccccc21`?
S1P4 antag: 11; S1P4 ag: 0.3; Ba/F3 V617F tox: -4; NPY Y1 blocker: 1; NPY-Y1 PAM-ag: 21; NPY-Y2 PAM-ag: 6; BaF3 tox: 2; NCF1 inh: 46*; CHOP inh: -2

Results for O=C(O)c1ccc2nc(CO)[nH]c2c1 ?
S1P4 antag: -6; S1P4 ag: -0.8; Ba/F3 V617F tox: 5; NPY Y1 blocker: 6; NPY-Y1 PAM-ag: -14; NPY-Y2 PAM-ag: -1; BaF3 tox: 6; NCF1 inh: -6; CHOP inh: 53
